Compound activity from PubChem BioAssay.
miR-122 sensor: miR-122 Renilla sensor signal increase in Huh7, primary screen, miR-122 inhibitor project, cell-based, single point, plate reader | Huh7 miR-122 Renilla luciferase sensor, 48 h; neutral wells = 0, positive control = 100 | activation (reporter increase), % at 12.5 µM | 0.3% of 340,000 active | AID 602342, 2012;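 active = mean replicate activation score at least 90 and every replicate individually at or above 90; inconclusive = only one of the two criteria met; inactive = neither criterion met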;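 note: higher luciferase means less miR-122 activity so hits act as miR-122 inhibitors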
Cneo AK release: Cryptococcus neoformans cell lysis inducers, primary screen, AK release luminescence, single concentration; 0.2% of 360,000 active; lysis activity, % at 15 µM; AID 651654, 2012; C. neoformans lysis, adenylate kinase release luminescence, 4 h; normalised: neutral wells 0, clomiphene wells 100;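 active = mean lysis activity across replicates of at least 80%, whatever share of replicates individually reach that level; inactive = mean lysis activity below 80%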
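Test system: log-phase Cryptococcus neoformans yeast cells; Quantity: yeast cell density of 5 × 10^6 cells/mL; Buffer or medium: YPD; Doses: single compound concentration per well; Timing: 4 h at 37 °C static, read 1 h later; Measured by: AK luminescence; Read-out basis: lysis from increased AK signal; Control set: Clomiphene as positive control.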
esBAF inh: Bmi1 luciferase reporter increase in mESCs, primary screen, esBAF inhibitor project, mouse ES cells, Bmi1 luciferase knock-in, single point. 24 h; 100% = twice the neutral-well signal. reporter increase, % at 12.5 µM. 2% of 350,000 active. AID 602393, 2012; in the data active = activation above about 40%; inconclusive = no clear call, values can overlap the other calls;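 note: 0% = median of the plate's neutral control wells and 100% = double that signal; a rise in the Bmi1 reporter signal indicates esBAF inhibition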
C2C12 statin: suppressors of statin myotoxicity in C2C12 myotubes, primary screen, cell-based, single point, plate reader | 0.78% of 330,000 active | C2C12 myotubes + simvastatin, ATP luminescence, 48 h; scaled: DMSO 0, geranylgeraniol control 100 | rescue of ATP level, % at 7.49 µM;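 active = mean ATP rescue above about 67%, or every replicate alone reaching that limit, limit read from the data, passing the limit was not always enough; inconclusive = no clear call, values can overlap the other calls; inactive = mean under the limit and some replicate under it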;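 note: myotubes were challenged with 10 µM simvastatin during compound exposure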
ARNT TACC3 PPI: disruptors of ARNT/TACC3 protein interaction, primary screen, biochemical, AlphaScreen, single concentration; AlphaScreen His-ARNT PAS-B/GST-TACC3 binding, luminescence; TACC3 fragment carries E629A point mutation; inhibition, % at 9.99 µM; 0.66% of 390,000 active;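 active = mean inhibition of replicates at least 50% and at least half of replicates each reaching 50%; inconclusive = half or more replicates reach 50% but mean below 50%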;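 note: 0% = complete ARNT plus TACC3 wells and 100% = ARNT alone without TACC3; many hits fall short of the cut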
SIRT5 inh: SIRT5 desuccinylase inhibitors, primary screen, biochemical, fluorescence imaging, single point, set 5. 1.1% of 330,000 active. Purified SirT5, succinyl-peptide AMC, trypsin-coupled fluorescence. inhibition, % at 15 µM. AID 652115, 2013; in the data active = inhibition above about 15%; inconclusive = no clear call, values can overlap the other calls
Target sequence (Q9NXA8 whole entry, looked up): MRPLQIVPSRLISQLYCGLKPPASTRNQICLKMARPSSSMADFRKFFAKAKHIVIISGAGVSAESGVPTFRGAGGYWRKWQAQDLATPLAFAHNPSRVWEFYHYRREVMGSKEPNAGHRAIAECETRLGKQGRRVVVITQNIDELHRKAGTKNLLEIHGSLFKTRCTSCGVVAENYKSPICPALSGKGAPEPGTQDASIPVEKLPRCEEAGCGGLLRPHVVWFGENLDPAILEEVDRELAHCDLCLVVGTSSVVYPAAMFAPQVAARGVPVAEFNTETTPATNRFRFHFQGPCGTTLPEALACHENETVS
ERp5 block: inhibitors of ERp5-driven insulin aggregation, primary screen, biochemical, turbidity, absorbance 650 nm, single point; 90 min; AID 651711, 2012; 0.05% of 350,000 active; inhibition, % at 9.99 µM;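 active = mean replicate inhibition above about 25%, with every replicate also reaching it, limit read from the data, passing the limit was not always enough; inconclusive = only one of those two criteria met; inactive = neither criterion met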
Target sequence (Q15084 whole entry, looked up): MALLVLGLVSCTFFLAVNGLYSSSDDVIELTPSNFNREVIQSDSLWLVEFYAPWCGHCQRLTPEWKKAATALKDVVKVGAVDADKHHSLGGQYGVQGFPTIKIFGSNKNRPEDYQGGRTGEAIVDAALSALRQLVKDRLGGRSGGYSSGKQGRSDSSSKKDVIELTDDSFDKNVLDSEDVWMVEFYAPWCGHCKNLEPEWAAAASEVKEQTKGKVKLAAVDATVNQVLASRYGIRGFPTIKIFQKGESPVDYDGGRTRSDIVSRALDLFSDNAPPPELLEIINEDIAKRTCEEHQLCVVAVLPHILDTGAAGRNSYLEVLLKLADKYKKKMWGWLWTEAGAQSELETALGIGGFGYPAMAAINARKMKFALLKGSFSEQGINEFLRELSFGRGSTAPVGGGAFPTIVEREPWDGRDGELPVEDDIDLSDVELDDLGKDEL
Numbers without * were called inactive; ? = inconclusive; / = no result given; & = joins results of further samples; [ ] = dose if it differs, or a comment.

no. | canonical_smiles | miR-122 sensor | Cneo AK release | esBAF inh | C2C12 statin | ARNT TACC3 PPI | SIRT5 inh | ERp5 block
1 | COc1ccc(NC(=O)Nc2ccc3c(c2)C(=O)N([C@@H](C)CO)C[C@@H](C)[C@@H](CN(C)Cc2ccc(C(=O)O)cc2)OCCCC[C@@H](C)O3)cc1 | 1[16.7 µM] | 0 | -2 | / | -21 | 0 | -9
2 | CCOC(=O)[C@H]1[C@H]2COc3ccc(C)cc3[C@@H]2N2C(=O)CN(Cc3ccc(F)cc3)C(=O)[C@@]12C | -2 | 0 | -5 | -7 | -12 | / | 4
3 | CCOC(=O)C(=O)Nc1ccc(F)cc1 | -4 | 0 | 5 | -1 | / | / | /
4 | CN1C(=O)c2cc(NC(=O)c3ccc(C(F)(F)F)cc3)ccc2OC[C@@H]2O[C@H](CC(=O)NCc3ccc4c(c3)OCO4)CC[C@H]21 | 25[16.7 µM] | 1 | -4 | -195 | 8 | 13 | -4
5 | Cc1oc(-c2ccccc2F)nc1CS(=O)(=O)CC(=O)NCc1ccccc1Cl | 0 | -2 | -1 | 12 | -7 | 7 | 0
6 | Cc1ccc2c(C(=O)N3CCN(c4ccccc4)CC3)cc(-c3cccnc3)nc2c1C | / | / | / | / | -10 | 0 | -3
7 | CC1(C(=O)N2CCC(CO)(Cc3cccc(C(F)(F)F)c3)CC2)CC1 | -1 | 0 | -3 | -6 | -8 | 1 | 3
8 | CC(=O)CC(=O)NC(=NC1CCCCC1)Nc1nc(C)cc(C)n1 | 8 | 1 | -3 | -4 | -1 | / | /

(more compounds)
no. | canonical_smiles | miR-122 sensor | Cneo AK release | esBAF inh | C2C12 statin | ARNT TACC3 PPI | SIRT5 inh | ERp5 block
9 | C#CCSc1ncc(S(=O)(=O)c2ccccc2)c(=O)[nH]1 | / | / | / | / | -1 | -3 | 4
10 | Cc1ccc(-c2c(C#N)c(N)nc3c2CCCC3)s1 | -4 | -2 | 7 | -16 | 0 | / | /
11 | O=C(CCN1C(=O)/C(=C/c2cccs2)SC1=S)Nc1cccc(C(=O)O)c1 | -3 | -1 | -10 | 0 | 1 | 4 | 0
12 | CCOc1ccc(NC(=O)Cc2c(O)c3ccccc3[nH]c2=O)cc1 | -7 | -1 | 3 | -1 | -4 | / | /
13 | O=C(C[C@@H]1CC[C@@H]2[C@H](COC[C@H](O)CN2Cc2cccc(C(F)(F)F)c2)O1)NCc1ccc(Cl)cc1 | 0[16.7 µM] | 83* | -4 | 14 | -3 | 6&-1 | -1&-3
14 | O=C(COC(=O)/C=C/c1cccc(Cl)c1)NC(=O)NCc1ccccc1 | 4 | 2 | -8 | 9 | 4 | -2 | -1
15 | COc1cc(C(O)c2nc(-c3cccc(C#N)c3)cs2)ccc1F (configuration not stated) | 0 | 3 | -3 | 1 | / | -1 | -2
16 | COc1ccccc1CNC(=O)/C=C/c1ccc(Br)o1 | 2 | 2 | 7 | 4 | -2 | -1 | 4

The list continues.
no. | canonical_smiles | miR-122 sensor | Cneo AK release | esBAF inh | C2C12 statin | ARNT TACC3 PPI | SIRT5 inh | ERp5 block
17 | COc1ccc(C2C(C(=O)OCC(=O)Nc3ccc(C)cc3)CCC(=O)N2c2ccc(OC)cc2)cc1 (configuration not stated) | 0 | 1 | -6 | 95* | -2 | / | /
18 | Cc1ccc(S(=O)(=O)N2CCCCC2)cc1NC(=O)CSc1nnc(C2CC2)n1C | -2 | 1 | 1 | 3 | / | 0 | 6
19 | O=S(=O)(c1ccc(Cl)cc1)c1nc(-c2ccccc2F)oc1NCCCN1CCOCC1 | 11 | 3 | -4 | 6 | 4 | -5 | -3
20 | COc1ccc(NC(=O)Nc2ccc3c(c2)C(=O)N([C@H](C)CO)C[C@@H](C)[C@@H](CN(C)C(=O)Nc2ccc4c(c2)OCO4)OCCCC[C@@H](C)O3)cc1 | -1[16.7 µM] | 0 | -3 | / | -2 | 3 | 0
21 | CCCn1nnnc1SCC(=O)c1ccc2c(c1)OCCO2 | -5 | -2 | 40 | 0 | -9 | / | /
22 | OC(C#CCCN1CCCCC1)(c1ccccc1)c1ccccc1 | -2 | -1 | -9 | 7 | 5 | -2 | -3
23 | O=C(Nc1ccc2[nH]c(=S)sc2c1)c1ccccc1 | 1 | / | ? | 18 | -3 | / | /
24 | COc1ccc(C2=NO[C@@](CC(=O)O)(C(=O)Nc3ccc4c(c3)OCCO4)C2)cc1 | -5 | 1 | 26 | -1 | 4 | -1 | 2

(cont.)
no. | canonical_smiles | miR-122 sensor | Cneo AK release | esBAF inh | C2C12 statin | ARNT TACC3 PPI | SIRT5 inh | ERp5 block
25 | CN(C1CCCCC1)S(=O)(=O)c1ccc(C(=O)N2CCN(c3nc4ccccc4s3)CC2)cc1 | -8 | 0 | -3 | 12 | -6 | / | /
26 | O=C(COC(=O)CCC(=O)c1ccc(F)cc1)Nc1cccc(S(=O)(=O)N2CCOCC2)c1 | -1 | 2 | -7 | 0 | -2 | -4 | 4
27 | O=C(CN1CCN(Cc2ccccc2Cl)C1=O)NC1CCCCCC1 | 11 | 1 | 33 | 1 | -10 | / | /
28 | C[C@H](CO)N1C[C@H](C)[C@@H](CN(C)Cc2ccc(-c3ccccc3)cc2)Oc2ccc(NC(=O)CCN3CCOCC3)cc2C1=O | -5[16.7 µM] | 2 | -3 | -8 | -7 | 1 | 4
29 | N#CC1=C(N)n2c(s/c(=C\c3ccco3)c2=O)=C(C#N)C1c1ccco1 (configuration not stated) | -19 | -7 | -10 | 7 | 20 | / | /
30 | Cc1cccc(/C=N/NC(=O)CN2CCCCCCC2)c1 | -3 | 1 | / | / | -6 | 0 | -2
31 | CC1CC(CC(=O)NNc2nc(-c3ccccc3)cs2)C(=O)O1 (configuration not stated) | 1 | 3 | -2 | 3 | 3 | 2 | 10
32 | O=Cc1nccc2ccccc12 | / | -3 | 4 | 7 | 1 | -2 | -4

Carrying on:
no. | canonical_smiles | miR-122 sensor | Cneo AK release | esBAF inh | C2C12 statin | ARNT TACC3 PPI | SIRT5 inh | ERp5 block
33 | Cc1cc(C)c2nc(-c3ccncc3)cc(C(=O)N3CCN(Cc4ccccc4Cl)CC3)c2c1 | -2 | 7 | 9 | 1 | 0 | 1 | 5
34 | COc1ccc(Cl)cc1NC(=O)CN(C)C(C)C(=O)NCC1CCCCC1 (configuration not stated) | 2 | 4 | 0 | / | -1 | / | /
35 | COc1ccc(C)cc1S(=O)(=O)N(CC(=O)N1CCCC1)c1ccc(C)cc1 | 14 | -2 | 3 | 8 | -15 | -6 | 21
36 | O=C(NCC1CCCO1)C(=O)N/N=C/c1c(F)cccc1Cl (configuration not stated) | / | 1 | 2 | 3 | -4 | -4 | -7
37 | O=C(COC(=O)c1ccc2ncsc2c1)Nc1ccccc1Br | 5 | 3 | 7 | 8 | / | -2 | 0
38 | CN1[C@H](C(=O)NC2Cc3ccccc3C2)[C@@H](CO)[C@@H]2Cn3c(ccc(-c4ccncc4)c3=O)[C@@H]21 | 2[16.7 µM] | -10 | -5 | -3 | 1 | -2 | -3
39 | Cc1ccc(C)c(NC(=O)c2cc(S(=O)(=O)N3CCCCC3)c[nH]2)c1 | -5 | 3 | 4 | 20 | -4 | -5 | 2
40 | CN1CCN(C(=O)c2ccc3c(=O)n(Cc4ccco4)c(=S)[nH]c3c2)CC1 | 1 | 0 | / | / | 25 | / | /

The list continues:
no. | canonical_smiles | miR-122 sensor | Cneo AK release | esBAF inh | C2C12 statin | ARNT TACC3 PPI | SIRT5 inh | ERp5 block
41 | COC(=O)c1ccc(CSc2nc(C(F)(F)F)c3c(c2C#N)CCC3)o1 | -2 | 1 | -6 | 0 | -3 | / | /
42 | CC(=O)c1cnc2cc(-c3ccc(Cl)cc3)nn2c1C | 0 | -1 | 26 | -9 | -11 | / | /
43 | Nc1c2c(nc3ccc(Br)cc13)N(Cc1ccccc1)CC2 | / | / | / | / | -3 | -6 | -6
44 | O=C(COC(=O)CN1C(=O)NC2(CCCCC2)C1=O)Nc1cc(F)ccc1F | -3 | 0 | 7 | 8 | -2 | 3 | 0
45 | Cc1cc(C)c(C#N)c(SCC2COc3ccccc3O2)n1 (configuration not stated) | 4 | 11 | 2 | / | -10 | / | /
46 | CN1CCN(C(=O)C[C@@H]2C[C@H]3c4cc(NC(=O)c5ccc6c(c5)OCO6)ccc4O[C@H]3[C@H](CO)O2)CC1 | -2[16.7 µM] | -1 | 4 | -1 | 11 | 0 | 0
47 | CCOC(=O)C(Cc1ccccc1)(Cc1ccccc1)C(C)=O | -1 | -1 | -6 | -6 | -5 | 0 | 3
48 | O=C(O)CCCNS(=O)(=O)c1ccc(NCc2ccccc2)c(C(=O)O)c1 | 23 | 1 | -12 | / | 0 | / | /

Next results follow.
no. | canonical_smiles | miR-122 sensor | Cneo AK release | esBAF inh | C2C12 statin | ARNT TACC3 PPI | SIRT5 inh | ERp5 block
49 | CCN(C(=O)COC(=O)c1cccc(-n2cnnn2)c1)C1CCCCC1 | 1 | 0 | -5 | -2 | -5 | -2 | -2
50 | Nc1ccc(-c2ccc(N)cc2C(F)(F)F)c(C(F)(F)F)c1 | 18 | -1 | -3 | / | 26 | / | /
51 | Cc1ccc(-c2nn(-c3ccccc3)cc2/C=C2\SC(=S)N(CCCCCC(=O)O)C2=O)o1 | -5 | 0 | 8 | 19 | 6 | 5 | -1
52 | COc1cc2c(cc1OC)C(c1cccnc1)CC(=O)N2 (configuration not stated) | -2 | 0 | 1 | / | 1 | 0 | 5
53 | Cc1noc(C)c1S(=O)(=O)Nc1ccc2c(c1)C(=O)N([C@@H](C)CO)C[C@@H](C)[C@H](CN(C)Cc1ccc(C(F)(F)F)cc1)O2 | -9[16.7 µM] | 3 | -2 | -8 | 0 | 6 | -2
54 | Nn1c(SCC(=O)Nc2ccccc2F)nnc1-c1cccs1 | / | / | -3 | 5 | -5 | -11 | 1
55 | CC1=C(C(=O)NC2CC(C)(C)Cc3c2cnn3-c2cccc(F)c2)OCCO1 (configuration not stated) | -2 | 3 | -4 | -1 | 25 | -6 | -1
56 | CCN(CC)S(=O)(=O)c1ccc(C(=O)NC2=NCCS2)cc1 | / | 2 | 3 | -5 | 8 | -5 | 24
